MrgX1 antag: blocks BAM8-22 activation of human MrgX1 receptor | Q96LB2 | MRGX1-HEK293 calcium flux, Fluo-4, BAM8-22 antagonism; active compounds read low | B-score at 10 µM | 1.3% of 310,000 active | AID 588676;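 active = calcium-response B-score plate-corrected more than 3 library SD below zero, starting fluorescence within 5 deviations, no agonist response on first addition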;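 note: peak minus trough fluorescence over baseline after final BAM8-22 challenge near maximal dose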
Target sequence (Q96LB2 whole entry, looked up): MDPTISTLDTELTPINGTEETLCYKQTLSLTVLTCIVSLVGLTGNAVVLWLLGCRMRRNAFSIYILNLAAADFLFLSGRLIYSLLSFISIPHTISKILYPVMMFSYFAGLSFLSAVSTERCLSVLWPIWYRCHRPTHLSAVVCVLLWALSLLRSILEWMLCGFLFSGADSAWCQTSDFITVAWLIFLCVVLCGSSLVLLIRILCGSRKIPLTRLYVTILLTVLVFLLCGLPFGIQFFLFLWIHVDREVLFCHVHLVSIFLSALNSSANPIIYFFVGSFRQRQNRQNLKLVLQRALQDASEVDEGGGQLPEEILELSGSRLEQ
TRPC4 PAM: allosteric potentiators of mouse TRPC4 channel | Q9QUQ5 | HEK293 TRPC4beta/mu-opioid, DAMGO EC20, Fluo-4 Ca2+ flux; active compounds read high | B-score at 10 µM | 0.42% of 310,000 active;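 active = B-score of calcium response area above 5 SD of library B-scores, with initial fluorescence ratio within 5 SD of library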;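 note: B-score of integrated fluorescence ratio over time as area under calcium response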
IEC-6 tox: IEC-6 cytotoxicity, counter-screen for KLF5 inhibitors | 0.78% of 290,000 active | inhibition, % at 5 µM | luminescence viability; in the data active = inhibition above about 22%;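 note: 0% = plate median of test compound wells and 100% = cytotoxic reference compound wells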
SKKanGAS inh: inhibitors of SKKanGAS S. pyogenes growth in kanamycin (SK-promoter or general growth effect); BacTiter-Glo, 6 h; inhibition, % at 7.5 µM; 1.3% of 300,000 active; AID 1662;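 active = mean replicate score, as percent of positive control median, at least 50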;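 note: strain carries kanamycin resistance gene driven by streptokinase promoter and grows in 40 µg/ml kanamycin; loss of luminescence reflects streptokinase promoter inhibition or plain growth inhibition; 0% = median of DMSO wells and 100% = positive control at its reference dose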
TRPC6 activator: activates the mouse TRPC6 cation channel; Q61143; HEK293-TRPC6 membrane potential dye fluorescence; active compounds read high; B-score at 10 µM; 0.13% of 310,000 active; AID 2550;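 active = B-score of the integrated fluorescence ratio above library mean plus 3 SD, and starting fluorescence ratio within library mean plus 5 SD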;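 note: higher score means more depolarization so channel activation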
TRPC4 inh: inhibitors of mouse TRPC4 channel. HEK293 TRPC4beta/mu-opioid, DAMGO-evoked Fluo4 calcium flux; active compounds read low. B-score at 10 µM. 0.39% of 300,000 active. AID 2247;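 active = B-score over 3 SD under the library average, no early fluorescence shift, positive overall ratio signal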
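test system = HEK293 cells with stable TRPC4beta plus mu-opioid receptor expression | detection = Fluo4 Ca2+ flux fluorescence | read-out = integrated fluorescence ratio relative to baseline, converted to per-well B score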
TRPC4 act: opens the mouse TRPC4 cation channel. 0.49% of 310,000 active. B-score at 10 µM. AID 2237. HEK293 TRPC4beta/mu-opioid, Fluo4 calcium fluorescence; active compounds read high. Q9QUQ5;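 active = B-score above 5 SD of library B-scores, and initial fluorescence ratio not above library mean plus 5 SD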;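 note: positive B-score marks a calcium rise read as TRPC4 activation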
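Material: HEK293 stable line with TRPC4beta plus mu-opioid receptor; technique: Fluo4 calcium-sensitive dye fluorescence, kinetic, 1 Hz baseline; timing: Fluo4 dye loading 45 min at room temperature, 110 s recording; controls: assay buffer as low control, maximal DAMGO as high control; read-out: integrated baseline-normalised fluorescence ratio, converted to per-well B score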
KLF5 inhibitor: suppresses KLF5 promoter-driven expression; AID 1700; inhibition, % at 5 µM; 0.23% of 290,000 active; DLD-1 KLF5 promoter-luciferase reporter, luminescence;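 active = inhibition above a per-plate limit of that plate's mean compound inhibition plus 3 SD, cut at about 60% in these data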;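 note: 0% = DMSO wells and 100% = LY294002 at 200 µM; higher means less KLF5 promoter-driven luciferase light; inactives centre near -14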
TRPC6 inhibitor: inhibitors of mouse TRPC6 channel; Q61143; HEK293-TRPC6, membrane potential dye, ACh-evoked depolarization; active compounds read low; B-score at 10 µM; 1.1% of 310,000 active; AID 2553;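 active = B-score under library mean minus 3 SD, initial fluorescence not abnormally high, positive integrated signal ratio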;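 note: B-score derived from integrated fluorescence ratio over the kinetic read; more negative B-score means stronger inhibition of depolarization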
HIF act: HIF pathway transcriptional activation | U2OS HRE-luciferase reporter, luminescence; normalized: DMSO 0%, desferrioxamine 100% | activation, % at 7.5 µM (by protocol) | 0.32% of 300,000 active | AID 1910;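 active = mean activation of at least 10% of the iron chelator positive control signal, with at least half of replicates also reaching 10%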
aSyn UTR inh: 5' untranslated region of α-synuclein, MLPCN primary screen | inhibition, % (tested at 7.5 µM) | AID 1813 | 0.82% of 300,000 active | alpha-synuclein 5'UTR reporter, inhibitor activity; in the data active = inhibition above about 60%;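 note: H4 neuroglioblastoma cells stably carrying SNCA 5'UTR luciferase fusion; 0% = DMSO wells and 100% = positive control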
* hit, by the source's call; i = inactive; . = not tested or not shown.

| SMILES | MrgX1 antag | IEC-6 tox | TRPC4 act | TRPC6 activator | KLF5 inhibitor | SKKanGAS inh | TRPC4 inh | TRPC6 inhibitor | TRPC4 PAM | aSyn UTR inh | HIF act |
| --- | --- | --- | --- | --- | --- | --- | --- | --- | --- | --- | --- |
| Cc1cccc(OCCC(=O)Nc2c(C)n(C)n(-c3ccccc3)c2=O)c1 | i | 4 | i | i | -9 | 2 | i | i | i | -1 | 0.3 |
| Cc1onc(-c2c(F)cccc2Cl)c1C(=O)Nc1c(C)n(C)n(-c2ccccc2)c1=O | i | -2 | i | i | -1 | 4 | i | i | i | -1 | 0.0 |
| CCOC(=O)C1(CCc2ccccc2)CCN(C(=O)CCc2cnccn2)CC1 | i | -2 | i | i | -54 | -3 | i | i | i | -4 | -22 |
| CC(C)(C)NC(=O)C1Cc2ccccc2CN1 (stereo unspecified) | i | 7 | i | i | -20 | -19 | i | i | i | 7 | -0.2 |
| COc1ccc(CNC(=O)CN2C(=O)CC(c3ccccc3)=Nc3ccccc32)cc1 | i | 1 | i | i | -21 | -3 | i | i | i | -20 | -0.8 |
| COc1ccc(/C=C2\CCCC(C(=O)C(F)(F)F)=C2O)cc1OC | i | 0 | i | i | -59 | 0 | i | i | i | -69 | 5.0 |
| COc1ccccc1C(N)=S | i | -1 | i | i | -20 | -17 | i | i | i | -23 | 0.4 |
| O=C(Nc1ccc(S(=O)(=O)N2CCOCC2)cc1)c1ccccc1F | i | -6 | i | i | -26 | 3 | i | i | i | -10 | 0.3 |
| O=C(CN(CC1CCCO1)C(=O)CNS(=O)(=O)c1ccc(Cl)cc1)NCc1ccc(F)cc1 (stereo unspecified) | i | 4 | i | i | -11 | 0 | i | i | i | -9 | -0.3 |
| O=C(c1cnc2sccn2c1=O)N1CCCc2ccccc21 | i | . | i | i | . | -1 | i | i | i | -3 | 0.2 |
| CCc1ccc(OCC(=O)N2CCN(c3ccccn3)CC2)c(Br)c1 | i | 0 | i | i | -16 | -5 | i | i | i | 5 | -0.3 |
| CSc1cccc(CN2CCN(CCc3ccccc3)C(CCO)C2)c1 (stereo unspecified) | i | -2 | i | i | -7 | 5 | i | i | i | -5 | -0.3 |
| COc1ccc(/C(C)=N/NC(=O)c2ccccc2N)cc1 | i | 2 | i | i | -12 | -4 | i | i | i | -92 | 3.7 |
| C=CCOc1c(CNC2CCCC2)cc(Cl)cc1OC | i | 4 | i | i | -8 | -4 | -6* | -5.4* | i | -4 | -0.2 |
| O=C(O)c1cc(S(=O)(=O)O)cc(Nc2c3ccccc3nc3ccccc23)c1O | i | 6 | i | i | -44 | -3 | i | i | i | -5 | 2.4 |
| CCCCCCCCCCC[N+](C)(C)CC/C=C1/c2ccccc2Sc2ccc(Cl)cc21 | i | 3 | i | i | -7 | 90* | i | i | i | 15 | 0.9 |
| N#CCSc1n[nH]c2nc3c(c(=O)n12)C1(CCCC1)Cc1ccccc1-3 | i | -4 | i | i | -9 | 41 | . | i | i | -12 | -0.1 |
| COc1ccc2oc(=O)c(-c3csc(Nc4cccc(O)c4)n3)cc2c1 | i | -4 | i | i | -26 | 27 | i | i | i | -76 | 1.5 |
| COc1ccc2nc(COC(=O)c3cccc([N+](=O)[O-])c3)c(C(C)=O)[n+]([O-])c2c1 | i | -2 | i | i | -29 | -4 | i | i | i | -12 | -0.1 |
| O=C(CS(=O)(=O)c1ccccc1)NC1CCCCC1 | i | 1 | i | i | -3 | 0 | i | i | i | 12 | 0.1 |
| Cc1cccc(-n2ncc(C#N)c2N)c1 | i | -1 | i | i | -4 | 9 | i | i | i | 4 | 0.0 |
| COc1cc(OC)cc(-c2nc(N)n[nH]2)c1 | i | 2 | i | i | -22 | -1 | i | i | i | -1 | -0.1 |
| CCOc1ccccc1OCCCC(=O)NC1CCCc2ccccc21 (stereo unspecified) | i | 2 | i | i | -6 | -3 | i | i | i | 14 | 0.0 |
| CCc1ccc2[nH]c(=O)c(CN(Cc3ccc(F)cc3)C(c3nnnn3CCN3CCOCC3)C(C)C)cc2c1 (stereo unspecified) | i | 1 | i | i | -23 | 7 | i | i | i | 17 | -1.4 |
| COc1ccccc1CNC(=O)CN(C)S(=O)(=O)c1cccc2cccnc12 | i | 1 | i | i | -22 | -5 | i | i | i | 9 | -0.1 |
| O=C(O)C(C/C(=N/O)c1ccc(Br)cc1)P(=O)(c1ccccc1)c1ccccc1 (stereo unspecified) | i | 6 | i | i | 16 | -11 | i | i | i | 14 | -0.2 |
| COc1ccc(NC(=O)CCN2CCN(S(=O)(=O)c3cc(Cl)ccc3Cl)CC2)cc1 | i | 2 | i | i | -6 | 3 | i | i | i | -19 | . |
| Cc1ccc(S(=O)(=O)NC(CN2CCOCC2)=NCCNS(=O)(=O)c2ccccc2)cc1 | i | -1 | i | i | -18 | . | i | i | i | -14 | 0.0 |
| O=C(NCc1n[nH]c(=S)n1-c1cccc(Cl)c1)c1cccs1 | i | 4 | i | i | -21 | -8 | i | i | i | -2 | -0.5 |
| COc1ccccc1-n1c(SCC(=O)O)nc2sc3c(c2c1=O)CCC3 | i | -2 | i | i | -18 | 2 | i | i | i | -3 | 0.2 |
| O=C(CN1CCN(S(=O)(=O)N2CCCCCC2)CC1)Nc1ccc(F)cc1 | i | 7 | i | i | 2 | -2 | i | i | i | 4 | -0.5 |
| COCCN=c1scc(-c2ccccc2)n1/N=C/c1c[nH]c2ccccc12 | i | -8 | i | i | -22 | 8 | i | i | i | -42 | 0.5 |
| O=S(=O)(N/N=C\c1ccccc1O)c1ccc(Cl)cc1 | i | 2 | i | i | -49 | 18 | i | i | i | -7 | -0.4 |
| O=C(Nc1ccc([N+](=O)[O-])cc1)c1ccc(Cn2cc([N+](=O)[O-])cn2)cc1 | i | 12 | i | i | 43 | -14 | i | i | i | 79* | -0.3 |
| COCC(=O)Nc1ccc(C)c(Cl)c1 | i | 1 | i | i | -19 | -6 | i | i | i | -19 | 0.3 |
| O=c1nc2ccccc2c2n1CC(CN1CCN(c3ccc(F)cc3)CC1)N2 (stereo unspecified) | i | -6 | i | i | -24 | 6 | i | i | i | 11 | -0.2 |
| Cc1ccc(OCC(=O)N/N=C\c2cn(C)c3ccccc23)c([N+](=O)[O-])c1 | i | 0 | i | i | 37 | -2 | i | i | i | -13 | -0.7 |
| Cc1cc(SCC(=O)Nc2ccccc2)n2ncc(-c3ccccc3)c2n1 | i | 4 | i | i | -15 | 27 | i | i | i | 16 | 0.2 |
| CC(=O)OCC1=C(C(=O)O)N2C(=O)C(NC(=O)c3ccc(COc4c(C)cccc4Cl)o3)C2SC1 (stereo unspecified) | i | -5 | i | i | -4 | 35 | i | i | i | -29 | -3.6 |
| O=C(CN(c1ccccc1F)S(=O)(=O)c1ccccc1)NC1CCCCCC1 | i | -4 | i | i | 3 | 3 | i | i | i | 8 | 0.9 |
| COc1cccc(CNCCO)c1OCc1ccc(Cl)cc1 | i | 12 | i | i | 7 | -1 | i | i | i | 1 | -0.2 |
| COc1cc(/C=C/c2cccc[n+]2C)ccc1OCC(=O)Nc1ccccc1 | i | 2 | i | i | -5 | 5 | i | i | i | -19 | 0.0 |
| N#CC1=C(N)C2=CCCC[C@H]2[C@H](c2ccccc2)C1(C#N)C#N | i | 0 | i | i | 12 | 6 | i | i | i | -34 | -0.2 |
| O=C(CSc1nncs1)NCc1ccc2c(c1)OCO2 | i | 2 | i | i | -16 | -1 | i | i | i | -16 | 1.1 |
| C/C(=C\c1ccccc1)CN1CCC(C(=O)N2CCC(C)CC2)CC1 | i | 1 | i | i | -13 | 4 | i | i | i | 30 | 0.2 |
| CCn1c(-c2nn(-c3ccc(C)cc3)ccc2=O)n[nH]c1=S | i | -2 | i | i | -8 | -4 | i | i | i | . | . |
| O=C(Nc1sc2c(c1C(=O)O)CCCC2)c1ccccc1Cl | i | 2 | i | i | -25 | 23 | i | i | i | -1 | -0.5 |
| Cc1coc2c1c(C)cc1oc(=O)c(CC(=O)NCC(=O)O)c(C)c12 | i | -1 | i | i | -24 | -3 | i | i | i | 3 | -0.1 |
| CC(=O)N1CCN(Cc2nc3cc(NC(=O)C4CCCCC4)ccc3n2C)CC1 | i | -2 | i | i | -5 | -2 | i | i | i | -1 | 0.2 |
| COc1ccc(/C=N/n2cnnc2SCCO)cc1OC | i | 7 | i | i | 16 | 2 | i | i | i | -15 | 0.1 |

The listing continues.
| SMILES | MrgX1 antag | IEC-6 tox | TRPC4 act | TRPC6 activator | KLF5 inhibitor | SKKanGAS inh | TRPC4 inh | TRPC6 inhibitor | TRPC4 PAM | aSyn UTR inh | HIF act |
| --- | --- | --- | --- | --- | --- | --- | --- | --- | --- | --- | --- |
| COc1ccc(Br)cc1C(=O)Nc1cccc(C)c1 | i | 3 | i | i | -72 | 0 | i | i | i | 20 | 0.6 |
| COc1ccc(OCc2n[nH]c(=S)n2Cc2ccco2)cc1 | i | -2 | i | i | -6 | -2 | i | i | i | -13 | 1.4 |
| C=CCC(c1ccccc1)N(C(C)=O)c1ccco1 (stereo unspecified) | i | -1 | i | i | -1 | 6 | i | i | i | 12 | -0.2 |
| Cc1cc2cc(C)c(SCC(=O)NCc3ccco3)nc2cc1C | i | -11 | i | i | -20 | -7 | i | i | i | 10 | -0.1 |
| O=c1c2ccccc2ncn1CCOc1ccccc1[N+](=O)[O-] | i | -5 | i | i | -54 | -3 | i | i | i | -63 | 3.1 |
| Cc1ccc(-c2nnn(CC(=O)N(c3cnc4ccccc4c3)C(C(=O)NC3CCCC3)c3ccncc3)n2)o1 (stereo unspecified) | i | -4 | i | i | -27 | -7 | i | i | i | -29 | -0.7 |
| CCOc1ccc(-n2c(SCC)nc3c(c2=O)SCC3)cc1 | i | -7 | i | i | -24 | -1 | i | i | i | 18 | 0.6 |
| CCOC(=O)c1ccc(CNC(=O)Cn2nnc(-c3ccc(C)cc3)n2)o1 | i | 1 | i | i | -8 | 28 | i | i | i | 17 | -0.6 |
| N/C(=C/C(=O)c1ccccc1O)C(F)(F)F | i | -3 | i | i | -6 | 4 | i | i | i | -3 | 0.4 |
| O=c1cnnc(N/N=C/c2ccccn2)[nH]1 | i | 8 | i | i | 76* | 11 | i | i | i | 75* | 75* |
| COc1ccc(S(=O)(=O)Nc2ccccn2)cc1 | i | -5 | i | i | -58 | -1 | i | i | i | 3 | -1.8 |
| CCOc1ccc(CN(C(=O)c2oc3ccccc3c2C)C2CCS(=O)(=O)C2)cc1 (stereo unspecified) | i | 4 | i | i | 8 | . | i | i | i | 16 | -0.3 |
| O=C(c1cn(-c2ccccc2)nc1-c1ccc(F)cc1)N1CCCCC1 | i | 1 | i | i | -16 | -9 | i | i | i | -9 | -0.1 |

From PubChem
